High-throughput results as filed in PubChem BioAssay.
Mtb BioA inh: M. tuberculosis BioA enzyme inhibitors, primary screen, biochemical, plate reader, single point, HTS. 7,8-diaminopelargonic acid synthase BioA (Mycobacterium tuberculosis). purified M. tuberculosis BioA enzyme. inhibition, % at 9.99 µM. 360,000 tested, 0.096% active. AID 602481, 2012; in the data active = inhibition above about 40%; inconclusive = no clear call, values can overlap the other calls
CCHFV vOTU inh: CCHFV vOTU protease inhibitors, primary screen, biochemical, Pep-AMC substrate, fluorescence; 370,000 tested, 0.55% active; inhibition, % at 11.5 µM; note: 0% = vehicle wells with enzyme and 100% = no enzyme wells
MazEF act: activators of E. coli MazEF toxin-antitoxin RNase, primary screen, biochemical, fluorescence, uHTS | Endoribonuclease toxin MazF (Escherichia coli (strain K12)), P0AE70 | FAM/BHQ RNA-DNA oligo cleavage fluorescence, 5 h | activation, % at 20 µM | 350,000 tested, 0.32% active | AID 504720, 2011; in the data active = activation above about 50%
FadD28 binding: inhibitors of FadD28 bisubstrate probe binding, primary screen, biochemical, fluorescence polarization, single point. Mycobacterium tuberculosis FadD28 fatty-acid-AMP ligase. inhibition, % at 12.5 µM. 360,000 tested, 0.22% active; in the data active = inhibition above about 8.5%, passing the limit was not always enough; inconclusive = no clear call, values can overlap the other calls
Rv3671c protease: Rv3671c serine protease inhibitors, primary screen, biochemical, fluorescence polarization, M. tuberculosis H37Rv | inhibition, % at 5.96 µM | 320,000 tested, 0.048% active; in the data active = inhibition above about 38%;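 note: extracellular domain of Rv3671c used as enzyme; 0% = enzyme with DMSO and 100% = no enzyme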
Target sequence (P9WHR9 whole entry, looked up, the tested form may be a part): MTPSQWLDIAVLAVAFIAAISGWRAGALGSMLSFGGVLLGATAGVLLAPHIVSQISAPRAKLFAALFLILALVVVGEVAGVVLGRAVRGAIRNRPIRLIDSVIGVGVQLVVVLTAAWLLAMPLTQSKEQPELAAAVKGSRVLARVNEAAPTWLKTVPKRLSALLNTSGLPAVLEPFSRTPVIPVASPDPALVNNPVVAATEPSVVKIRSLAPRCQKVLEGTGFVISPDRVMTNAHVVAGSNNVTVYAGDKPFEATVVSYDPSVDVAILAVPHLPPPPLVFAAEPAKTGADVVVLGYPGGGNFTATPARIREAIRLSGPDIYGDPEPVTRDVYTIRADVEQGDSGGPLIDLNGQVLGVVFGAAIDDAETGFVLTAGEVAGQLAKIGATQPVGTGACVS
VHR inh abs: VHR1 phosphatase inhibitors, primary screen, biochemical, absorbance, uHTS; AID 1654, 2009; inhibition, % at 13.3 µM; 290,000 tested, 0.52% active; Dual specificity protein phosphatase 3 (Homo sapiens), P51452; recombinant VHR phosphatase, pNPP absorbance; in the data active = inhibition above about 50%; note: some compounds called inactive have numbers as strong as hits
Target sequence (P51452 whole entry, looked up): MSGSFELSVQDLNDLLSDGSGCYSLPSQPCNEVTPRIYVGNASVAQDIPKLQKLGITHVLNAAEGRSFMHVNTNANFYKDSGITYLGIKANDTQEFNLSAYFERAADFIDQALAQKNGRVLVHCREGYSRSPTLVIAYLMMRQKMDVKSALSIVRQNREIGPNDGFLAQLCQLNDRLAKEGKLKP
GDH-TPI counter: GDH-TPI coupling enzyme inhibitors, primary screen, artefact control for M. tuberculosis FBA inhibitor project, biochemical, absorbance, full deck. inhibition, % at 4.8 µM. 360,000 tested, 1.2% active. GDH-TPI coupled enzyme counterscreen, NADH absorbance;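 note: 0% = DMSO wells and 100% = wells lacking the enzyme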
UGM FP inh: M. tuberculosis UGM enzyme inhibitors, primary screen, biochemical, fluorescence polarization, single point; purified UGM, fluorescence polarization probe displacement; inhibition, % at 10 µM; 320,000 tested, 0.06% active; AID 504406, 2011; in the data active = inhibition above about 10%, passing the limit was not always enough; inconclusive = no clear call, values can overlap the other calls
Target sequence (P9WIQ1 whole entry, looked up): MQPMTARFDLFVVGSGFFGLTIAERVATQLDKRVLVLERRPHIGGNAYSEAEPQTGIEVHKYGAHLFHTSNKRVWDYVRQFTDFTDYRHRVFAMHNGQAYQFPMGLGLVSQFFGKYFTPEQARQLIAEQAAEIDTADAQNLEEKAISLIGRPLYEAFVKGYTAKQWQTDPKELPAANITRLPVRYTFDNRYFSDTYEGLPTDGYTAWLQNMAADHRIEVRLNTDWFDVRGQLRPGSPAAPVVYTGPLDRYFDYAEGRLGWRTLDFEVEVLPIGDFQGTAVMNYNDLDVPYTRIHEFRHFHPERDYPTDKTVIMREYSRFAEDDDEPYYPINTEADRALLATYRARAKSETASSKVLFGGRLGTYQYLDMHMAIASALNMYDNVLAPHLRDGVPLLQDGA
FBA Mtb inh: Mtb FBA enzyme inhibitors, primary screen, biochemical, fluorescence, strain H37Rv | AID 588726, 2011 | purified M. tuberculosis FBA, fluorescence read-out | inhibition, % at 1 µM | Fructose-bisphosphate aldolase (Mycobacterium tuberculosis (strain ATCC 25618 / H37Rv)), … | 360,000 tested, 2.3% active; in the data active = inhibition above about 27%;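 note: 0% = vehicle and 100% = reference inhibitor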
BoNT F protease: BoNT/F light chain protease inhibitors, primary screen, biochemical, flow cytometry, MLPCN library; Multiplex microsphere protease cleavage assay; inhibition, % at 10 µM; AID 588497, 2011; Botulinum neurotoxin type F light chain protease (Clostridium botulinum); 360,000 tested, 0.22% active; in the data active = inhibition above about 35%, passing the limit was not always enough; inconclusive = no clear call, values can overlap the other calls; note: plate controls were buffer without enzyme for full effect and enzyme alone for no effect
* hit, by the source's call; ? = inconclusive; . = no result given; & = joins results of further samples. Cut-off read from the data, not from the text of the source, unless noted: active = inhibition above about 30%; inactive = the rest.

SMILES | Mtb BioA inh | CCHFV vOTU inh | MazEF act | FadD28 binding | Rv3671c protease | VHR inh abs | GDH-TPI counter | UGM FP inh | FBA Mtb inh | BoNT F protease
CCN1CCN(C(CCc2ccccc2)C(=O)NC2CCCCC2)CC1 (configuration not stated) | -8.2 | 8 | . | -0.1 | . | . | . | . | 3 | 1
CC(=O)OC1C2(CC3N4C(=O)C5(CO)SSC4(CC31O)C(=O)N5C)OC(C)C(C)(C)C2=O (configuration not stated) | . | . | -2 | -1.1 | . | . | -3 | . | 2 | -19
O=C(NN=C1CCCC1)c1ccn[nH]1 | . | -5 | -10 | -4.1 | -4 | -8 | 4 | -0.6 | -1 | 5
CCN(CC)CCN(C(=O)c1ccc2c(c1)OCCO2)c1nc2cc3c(cc2s1)OCO3 | -0.3 | -10 | 11 | -2.7 | -2 | 32 | 4 | 1.3 | -1 | -4
O=C(CCCn1cnc2ccccc2c1=O)Nc1ccccc1F | . | 12 | 6 | -2.5 | 5 | -22 | 12 | 2.1 | -1 | ?
COC(=O)NCC(c1cccnc1)N1CCN(c2ccccc2F)CC1 (configuration not stated) | -1.3 | -3 | 9 | 0.8 | -7 | -12 | -6 | 2.9 | 2 | 3
C=CCNC(=O)C(C(=O)OCC)C1CCCCC1 (configuration not stated) | -0.5 | 18 | 3 | -2.0 | -7 | 20 | 1 | -0.5 | -6 | 7
O=C(N/N=C/c1c(Cl)cccc1Cl)c1ccc(F)cc1 | -1.2 | -22 | 26 | -3.0 | -11 | 24 | 1 | -1.4 | 2 | -3
CC1(C)CCc2cc(-c3ccnc(=S)[nH]3)ccc2O1 | . | -2 | -1 | 0.1 | -4 | -28 | 29 | -0.5 | 4 | -4
CC(=O)NS(=O)(=O)c1ccc(NC(=O)C2c3ccccc3Oc3ccccc32)cc1 | -9.6 | -15 | 4 | -2.2 | -1 | 43 | 1 | 2.8 | -4 | -8
Cc1ccc(S(=O)(=O)NC(=O)C2(C)CCN2C(=O)Cc2cccs2)cc1 (configuration not stated) | -1.5 | 3 | . | -0.9 | . | . | 8 | . | 1 | -10
COc1cccc(NC(=O)CSc2ccccn2)c1 | 0.3 | -5 | 10 | -0.1 | 3 | 18 | 2 | 5.0 | 0 | -4
COc1ccc2ccc(OC)c(/C=N/NC(=O)c3cc4ccccc4o3)c2c1 | . | 3 | -48 | -1.3 | . | . | 32* | . | 4 | -11
CCOC(=O)C1=C(C)NC(SC(C)=O)=NC1c1ccc(OC(C)=O)c(OC)c1 (configuration not stated) | 1.9 | -3 | -5 | -2.5 | -2 | 4 | 36* | 0.6 | 4 | -7
O=C(NN1C(=O)c2ccccc2NC1c1cccnc1)c1ccccc1 (configuration not stated) | 0.2 | -26 | 10 | 0.7 | 6 | 8 | 2 | 3.0 | 10 | 3
N#Cc1ccccc1NC(=S)NC(=O)c1cccnc1 | 0.2 | -14 | 2 | -2.0 | 8 | 13 | 3 | -3.6 | 2 | 10
CCn1c(NC(=O)c2ccccc2)nc2ccccc21 | 0.4 | -2 | 11 | -0.9 | 9 | -13 | 9 | 1.8 | 2 | .
Cc1ccc(S(=O)(=O)Nc2ccc3c(c2)CC(=O)N([C@H](C)CO)C[C@@H](C)[C@H](CN(C)Cc2ccc(-c4ccccc4)cc2)O3)cc1 | -2.6&-1.8 | . | -4 | -0.8 | -18 | . | -2 | 0.2 | -2 | 3
CN(C)C(=O)Cn1c(SCC(=O)NC2CCCCC2)nc2ccccc21 | -1.3 | -9 | 11 | -2.4 | 5 | 0 | -13 | -2.8 | -1 | 7
CCN1C(=O)/C(=C2/Sc3ccccc3N2CC)SC1=S | -0.8 | 3 | 23 | -1.1 | -12 | 23 | 0 | 0.8 | 1 | -11
CCN(CC)C(=O)C1=C(C)N(CCCOC)C(=O)C(CC(=O)NCCCCc2ccccc2)C1 (configuration not stated) | -0.5 | 14 | 2 | 0.4 | . | . | 6 | . | 1 | -6
Cc1cccc(C(=O)OCC(=O)c2ccc3c(c2)OCO3)c1O | -0.4 | -4 | 6 | -2.6 | 5 | 10 | 1 | 0.7 | 0 | 3
O=C(O)CC(SCc1ccc(C(=O)O)o1)C(=O)O (configuration not stated) | -0.9 | 10 | -1 | -0.4 | -2 | 31 | 10 | 5.5 | -3 | 1
CCOc1cc(CN2CCN(c3ncccn3)CC2)ccc1OC | 0.4 | -13 | 7 | 0.0 | 7 | 6 | -5 | 3.7 | -1 | 10
COc1ccc(C(=O)n2c(-c3ccco3)nc3ccccc32)cc1 | 0.0 | 6 | -15 | -7.5 | -1 | 17 | 8 | -2.8 | -6 | -5
COc1ccc(C(=O)Nc2ccnn2C2CCN(CC3CC=CCC3)CC2)cc1 (configuration not stated) | -0.8 | -5 | -3 | -3.4 | . | 0 | 2 | 2.2 | 2 | -3
O=C1c2[nH]nc(-c3ccccc3O)c2C(c2cccc(Cl)c2)N1CC1CCCO1 (configuration not stated) | 4.4 | 3 | 1 | -3.7 | -3 | -6 | -9 | -0.7 | 4 | 3
CN(C)CCN=Cc1c(O)n(-c2cccc3ccccc23)c(=O)[nH]c1=O | -3.0 | -9 | 5 | 0.0 | -10 | -1 | 5 | -0.5 | -2 | -2
COc1ccccc1N1CCN(Cc2cc(Br)c(O)c3ncccc23)CC1 | -0.3 | 2 | -3 | -0.7 | 6 | 29 | 14 | -2.8 | 5 | 0
O=C(Cc1ccccc1F)Nc1cc(Cl)ccc1N1CCCC1 | 0.8 | 14 | 3 | -3.7 | 6 | -32 | 2 | -0.4 | -1 | 10

As entered above.
CCn1c(NC(=O)c2ccccc2)nc2ccccc21 in CCHFV vOTU inh shows -2
Cc1ccc(S(=O)(=O)Nc2ccc3c(c2)CC(=O)N([C@H](C)CO)C[C@@H](C)[C@H](CN(C)Cc2ccc(-c4ccccc4)cc2)O3)cc1 in Mtb BioA inh shows -2.6&-1.8

Three compounds already listed, arranged by length of the SMILES, falling:
SMILES | Mtb BioA inh | CCHFV vOTU inh | MazEF act | FadD28 binding | Rv3671c protease | VHR inh abs | GDH-TPI counter | UGM FP inh | FBA Mtb inh | BoNT F protease
Cc1ccc(S(=O)(=O)Nc2ccc3c(c2)CC(=O)N([C@H](C)CO)C[C@@H](C)[C@H](CN(C)Cc2ccc(-c4ccccc4)cc2)O3)cc1 | -2.6&-1.8 | . | -4 | -0.8 | -18 | . | -2 | 0.2 | -2 | 3
CCN(CC)C(=O)C1=C(C)N(CCCOC)C(=O)C(CC(=O)NCCCCc2ccccc2)C1 (configuration not stated) | -0.5 | 14 | 2 | 0.4 | . | . | 6 | . | 1 | -6
CCN1C(=O)/C(=C2/Sc3ccccc3N2CC)SC1=S | -0.8 | 3 | 23 | -1.1 | -12 | 23 | 0 | 0.8 | 1 | -11

Other structures
SMILES | Mtb BioA inh | CCHFV vOTU inh | MazEF act | FadD28 binding | Rv3671c protease | VHR inh abs | GDH-TPI counter | UGM FP inh | FBA Mtb inh | BoNT F protease
O=C(NCc1ccccc1F)c1cccs1 | 0.2 | -14 | -6 | -1.8 | -5 | 1 | -4 | 0.0 | 0 | -3
CCc1nnc(NC(=O)CCC(=O)NCC2CCCO2)s1 (configuration not stated) | 0.9 | 4 | -12 | -0.7 | 5 | 18 | 10 | -0.8 | 0 | -10
C[C@@H]1CN([C@H](C)CO)C(=O)CCCn2nncc2CO[C@H]1CN(C)C(=O)c1ccncc1 | -0.5&-1.2&-1.5 | -8 | 8 | -3.1 | . | . | 0 | . | 2 | -3
CN/C=C(/Cl)P(=O)(OC(C)C)OC(C)C | . | 10 | 18 | -0.9 | -3 | . | 4 | -0.9 | 3 | -1
O=C(O)c1cn(Cc2ccccc2)c2ccccc2c1=O | -1.7 | -8 | -6 | -3.4 | -4 | -14 | 6 | . | 0 | -3
CN1CCCC(OC(=O)c2cccc(Br)c2)C1 (configuration not stated) | -0.5 | 8 | 4 | -1.7 | -2 | 9 | -2 | 0.1 | 0 | ?
CCc1c(C)sc(NC(=S)N2CCN(S(C)(=O)=O)CC2)c1C(=O)OC | -0.2 | 2 | 8 | -1.2 | -5 | 4 | 11 | 1.0 | -1 | -9
CC(C)c1ccc(C(C(=O)NC2CCCCC2)N(C(=O)c2ccccn2)c2cccnc2)cc1 (configuration not stated) | . | 11 | -15 | -2.4 | -2 | 26 | 6 | 4.0 | 2 | 3
CC(C)(C)NCC(O)(c1ccc(Cl)cc1)c1ccc(Cl)cc1 | 0.3 | . | -8 | -3.7 | 3 | 19 | -6 | 1.8 | -2 | 0
CCc1cc2c(=O)c(-c3nc(C)cs3)c(CCCC(=O)O)oc2cc1O | 0.7 | 11 | 9 | -3.3 | 8 | -1 | 4 | -1.2 | 1 | -2
O=C(/C=C/c1cccnc1)c1cc(F)ccc1O | . | 1 | -5 | 0.3 | 0 | -19 | 23 | 1.3 | 14 | 0
O=C(Nc1ccccc1Sc1ccccc1)c1ccccc1F | -0.4 | 5 | -11 | -6.4 | -2 | . | 6 | -0.7 | 0 | -30
CC1=NN(C(=O)CSCc2ccccc2)C(O)(c2ccc(F)cc2)C1 (configuration not stated) | 0.4 | 10 | -3 | -1.8 | 9 | 13 | 2 | -1.2 | 2 | 4
Fc1ccc(F)c(NC(=S)NCCc2ccccc2)c1 | 3.3 | 4 | 4 | -3.5 | -3 | 0 | 3 | 3.4 | 0 | -2
COc1ccc(S(=O)(=O)NC2(C(F)(F)F)NC(=O)N(CCc3ccc(OC)c(OC)c3)C2=O)cc1 (configuration not stated) | -0.1 | -5 | 8 | -3.5 | -15 | -4 | 3 | 0.9 | -3 | 8
N/C(=N\OC(=O)CCCOc1ccccc1)c1ccncc1 | . | 1 | 9 | -0.1 | 1 | 20 | -4 | 3.7 | -1 | -3
COc1cccc(CNC(=O)c2nnn(CC(=O)Nc3cccc(C)c3)c2N)c1 | -1.3 | 9 | 1 | -2.8 | -7 | 4 | -1 | -2.5 | 1 | -2
COc1ccc(-c2cnc3c(NC=O)cc(-c4cc(OC)c(OC)c(OC)c4)cn23)cc1OC | 2.5 | -1 | . | -1.5 | . | . | 17 | . | 7 | -11
O=C(CCc1cccc(Cl)c1)N1CCCC(Nc2ccccc2)C1 (configuration not stated) | 1.6 | 14 | 1 | -4.0 | 3 | 4 | -2 | -0.1 | 3 | 7
O=C(Nc1nnc(-c2ccc(Cl)s2)o1)C1CC1 | . | -15 | -4 | -1.9 | -3 | -30 | 4 | -2.3 | 13 | 4
COc1ccc(/C=C2\SC(=O)N(CCn3cnnn3)C2=O)cc1 | . | 14 | 0 | -1.9 | -6 | -2 | 38* | 1.2 | -2 | -2
CCCNC(=O)C1(C)CCCN(Cc2ccc(-c3ccccn3)cc2)C1 (configuration not stated) | 0.1 | 3 | . | -0.2 | . | . | 8 | . | 8 | -11
O=P(O)(c1ccccc1)c1ccccc1O | -1.3 | 8 | 1 | -4.0 | 2 | 17 | -1 | 3.1 | 0 | ?
CCOc1cc(C2NC(=O)N(C)C(C)=C2C(=O)OC)cc(Br)c1O (configuration not stated) | -0.6 | 1 | 9 | -0.2 | 5 | -12 | 7 | -1.8 | -3 | -2
CCn1cc(C(=O)NCc2ccc3c(c2)OCO3)c(=O)c2cc(S(=O)(=O)N3CCOCC3)ccc21 | 1.5 | 4 | 2 | -4.6 | -2 | 34 | 15 | 2.8 | 1 | -10
O=C1NC(=S)SC1=Cc1cccs1 | -1.1 | 13 | -20 | -1.8 | . | . | 17 | . | -8 | 5
